E-selectin induc: E-selectin induction in HUVECs, primary screen, imaging, HUVEC, immunofluorescence imaging, single point | activation, % at 7.58 µM | normalized: neutral wells 0, TNF-alpha wells 100 | P16581 | 260,000 compounds, 0.37% hits;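 active = mean E-selectin-positive cell signal at least 10% of the positive control, reached in at least 60% of replicates, without over 20% cell loss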;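 note: in these data hits start at about 27%; measured in HUVEC primary endothelial cells; signal is the percent of cells scored E-selectin positive by PE staining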
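Read-out basis: % PE-positive cells; Test system: HUVEC primary endothelial cells; Technique: immunofluorescence imaging; Dosing: single-point compound dose.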
PGC1a acetyl inh: inhibitors of PGC1a acetylation signal, primary screen, cell-based, U2OS, AlphaScreen, inhibitor mode. AlphaScreen anti-acetyl-lysine; with virally co-expressed GCN5 acetyltransferase. inhibition, % at 15.6 µM. 350,000 compounds, 0.17% hits;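 active = every replicate shows inhibition of at least 40%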;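 note: 0% = neutral control wells and 100% = positive control wells; some results beyond the cut were filed as inactive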
ERAP1 HTS inh: human ERAP1 aminopeptidase inhibitors, primary screen, biochemical, single point, plate reader. recombinant ERAP1, Leu-AMC fluorescence, 60 min. inhibition, % at 10.7 µM. 340,000 compounds, 0.15% hits. AID 652197, 2013;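 active = mean replicate inhibition of at least 30%, or all replicates individually reaching that 30% level; inactive = mean below 30% and not every replicate reaching it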;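 note: 0% = neutral control wells and 100% = L-leucinethiol positive control wells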
RAD54 branch: inhibitors of human RAD54 branch migration, primary screen, biochemical, fluorescence, single point; RAD54 Holliday junction branch migration, FAM/BHQ fluorescence; DNA repair and recombination protein RAD54-like (Homo sapiens), Q92698; AID 602329, 2012; 360,000 compounds, 0.14% hits; inhibition, % at 10.4 µM;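 active = mean normalized replicate activity at least 40 and at least half of replicates scoring 40 or more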;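 note: 0% = median of neutral control wells and 100% = median of positive control wells; inhibitors cause a drop in the FAM fluorescence signal; in these data hits start at about 50%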
Target sequence (Q92698 whole entry, looked up): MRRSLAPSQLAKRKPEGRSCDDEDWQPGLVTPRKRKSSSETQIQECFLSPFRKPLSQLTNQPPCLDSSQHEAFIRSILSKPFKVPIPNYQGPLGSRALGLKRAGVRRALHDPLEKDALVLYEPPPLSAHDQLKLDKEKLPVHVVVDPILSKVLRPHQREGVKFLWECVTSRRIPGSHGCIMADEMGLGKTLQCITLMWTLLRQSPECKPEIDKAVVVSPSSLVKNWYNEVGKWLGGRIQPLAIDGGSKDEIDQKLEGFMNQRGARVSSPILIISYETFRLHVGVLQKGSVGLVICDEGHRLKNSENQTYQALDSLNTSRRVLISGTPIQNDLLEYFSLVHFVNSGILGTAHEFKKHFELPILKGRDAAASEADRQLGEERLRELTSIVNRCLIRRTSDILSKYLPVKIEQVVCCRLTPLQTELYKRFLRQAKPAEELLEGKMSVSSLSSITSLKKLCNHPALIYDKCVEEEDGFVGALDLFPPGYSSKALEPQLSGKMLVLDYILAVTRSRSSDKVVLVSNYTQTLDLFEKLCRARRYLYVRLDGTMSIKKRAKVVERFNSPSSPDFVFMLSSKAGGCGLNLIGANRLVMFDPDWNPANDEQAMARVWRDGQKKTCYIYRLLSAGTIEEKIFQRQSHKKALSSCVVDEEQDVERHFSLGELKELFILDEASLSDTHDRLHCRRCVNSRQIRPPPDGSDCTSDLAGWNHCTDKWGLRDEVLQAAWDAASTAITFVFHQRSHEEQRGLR
Cneo AK release: Cryptococcus neoformans cell lysis inducers, primary screen, AK release luminescence, single concentration. C. neoformans lysis, adenylate kinase release luminescence, 4 h; normalised: neutral wells 0, clomiphene wells 100. lysis activity, % at 15 µM. 360,000 compounds, 0.2% hits;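 active = mean lysis activity across replicates of at least 80%, whatever share of replicates individually reach that level; inactive = mean lysis activity below 80%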
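Signal: Adenylate kinase release luminescence | Assay system: Log-phase Cryptococcus neoformans yeast cells | Input: Cells at 5 × 10^6 per mL | Buffer or medium: Fresh YPD growth medium | Compound: Single dose | Schedule: Static 4 h at 37 °C with compound, 1 h detection | Controls: Clomiphene | Read-out: Luminescence rise reflecting yeast cell lysis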
miR122 inh: miR-122 Renilla sensor signal increase in Huh7, primary screen, miR-122 inhibitor project, cell-based, single point, plate reader; Huh7 miR-122 Renilla luciferase sensor, 48 h; neutral wells = 0, positive control = 100; activation (reporter increase), % at 12.5 µM; 340,000 compounds, 0.3% hits;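 active = mean replicate activation score at least 90 and every replicate individually at or above 90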;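 note: higher luciferase means less miR-122 activity so hits act as miR-122 inhibitors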
PglD DTNB: C. jejuni PglD acetyltransferase inhibitors, primary screen, biochemical, DTNB colorimetric, single point. UDP-N-acetylbacillosamine N-acetyltransferase PglD (Campylobacter jejuni). purified PglD enzyme, DTNB colorimetric CoA detection. inhibition, % at 12.5 µM. 360,000 compounds, 0.098% hits. AID 602405, 2012; in the data active = inhibition above about 16%, passing the limit was not always enough; note: strong numbers were not always called active
RAD52 anneal inh: RAD52 DNA annealing inhibitors, primary screen, biochemical, FRET, single point, set 2; DNA repair protein RAD52 homolog (Homo sapiens), P43351; recombinant RAD52 DNA annealing, FRET fluorescence; inhibition, % at 18.7 µM; AID 651710, 2012; 360,000 compounds, 0.46% hits;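 active = every replicate showing at least 50% inhibition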
Numbers without * were called inactive; . = no result given; [ ] = remark or other dose.

SMILES	E-selectin induc	PGC1a acetyl inh	ERAP1 HTS inh	RAD54 branch	Cneo AK release	miR122 inh	PglD DTNB	RAD52 anneal inh
CCOc1ccc(C(=O)NC2CC3CCCC(C2)N3Cc2ccccc2)cc1 (configuration not stated)	.	17	3	-11	0	4	7	0
Cc1ccc(CS(=O)(=O)CCC(=O)NCc2ccc(F)cc2)cc1	16	-2	0	.	.	2	.	-16
CCOC(=O)C(NCc1ccccc1OC)(NC(=O)CC)C(F)(F)F (configuration not stated)	.	-4	.	-14	0	8	0	.
CCC(/C=C1\Sc2ccc(OC)cc2N1CC)=C\c1sc2ccc(OC)cc2[n+]1CCCS(=O)(=O)[O-]	0.3	.	1	5	-4	.	-5	-17
O=C(O)c1oc2ccccc2c1CSc1ccc(Cl)cc1	0.2	.	-1	.	.	8	.	-7
Cc1ccc(-c2cnc3c(c2)C(=O)N([C@@H](C)CO)C[C@@H](C)[C@@H](CN(C)C(=O)c2ccc(F)cc2)O3)cc1	0.2	1	1	2	13	6[16.7 µM]	-2	4
Cc1cccc(NC(=O)CSCC(=O)N2CCN(Cc3ccc4c(c3)OCO4)CC2)c1	.	.	1	2	1	-15	-4	-9
CCOC(=O)N1CCN(Cc2c(F)cccc2F)CC1	.	-11	.	-1	0	-1	-2	.
COc1ccc(CN(C)C[C@H]2Oc3ccc(NC(=O)Nc4ccc5c(c4)OCO5)cc3C(=O)N([C@H](C)CO)C[C@H]2C)cc1	0.5	-4	1	-7	-3	5[16.7 µM]	0	7
CC1(N(O)C=C2C=CC(=O)C=C2)CCCCC1=O (configuration not stated)	0.6	-2	1	.	.	4	.	-14
CCCCCCCCc1nnc(NC(=O)c2ccco2)s1	.	.	-5	-5	-11	-8	4	-36
COc1ccc(C(=O)NC(C)c2ccc(-n3ccnc3)cc2)c(OC)c1OC (configuration not stated)	-0.9	.	6	3	1	.	.	1

3 entries already listed, arranged by their value in miR122 inh, highest first.
| SMILES | PGC1a acetyl inh | ERAP1 HTS inh | miR122 inh | PglD DTNB | RAD52 anneal inh |
| --- | --- | --- | --- | --- | --- |
| CCOC(=O)C(NCc1ccccc1OC)(NC(=O)CC)C(F)(F)F (configuration not stated) | -4 | . | 8 | 0 | . |
| CC1(N(O)C=C2C=CC(=O)C=C2)CCCCC1=O (configuration not stated) | -2 | 1 | 4 | . | -14 |
| Cc1cccc(NC(=O)CSCC(=O)N2CCN(Cc3ccc4c(c3)OCO4)CC2)c1 | . | 1 | -15 | -4 | -9 |

Additional entries:
SMILES	E-selectin induc	PGC1a acetyl inh	ERAP1 HTS inh	RAD54 branch	Cneo AK release	miR122 inh	PglD DTNB	RAD52 anneal inh
CO[C@H](CN(C)Cc1ccc2c(c1)OCO2)[C@@H](C)CN(C(=O)c1ccccc1)[C@@H](C)CO	0.1	1	-6	9	104*	.	-1	4
Cc1ccc(C(C)C)c(OCc2nnc3n2CCCCC3)c1	.	6	.	-41	-1	12	2	.
Cc1cccc(-c2nnc(SC(C)C(=O)N3CCOCC3)o2)c1 (configuration not stated)	-0.5	-8	-2	-1	1	-6	2	3
CCN1CCCC1CNC(=O)C(NC(=O)C1CCC(C)CC1)C(C)C (configuration not stated)	.	.	.	-4	1	7	-2	.
Cc1ccc(C(C)(C)NC(=O)C2CCC(=O)N(CCCN3CCOCC3)C2)cc1 (configuration not stated)	2.0	3	-5	-16	1	-3	-7	2
CCCNC(=O)c1cc2nc(-c3ccccc3)cc(C(F)(F)F)n2n1	.	-7	.	-1	2	.	-1	.
Cn1c(N)c(C(=O)COC(=O)C2Cc3ccccc3CN2S(C)(=O)=O)c(=O)n(C)c1=O (configuration not stated)	-0.1	4	1	14	1	-1	0	-7
C[C@]12CCC3C(CC[C@H]4CC(O)CC[C@]34C)C1CC/C2=N/O (some centres not stated)	0.3	26	0	-14	-5	-11	4	-13
CC(C)CN=CC1=C(O)c2ccccc2C1=O	0.0	14	3	1	-3	.	-4	-6
Cc1nc(SCC(=O)NCC2CCCO2)c2c3c(sc2n1)CCC3 (configuration not stated)	-0.2	.	1	13	0	.	4	-10
C[C@@H]1CN([C@H](C)CO)C(=O)c2cc(N(C)C)ccc2O[C@@H](C)CCCCO[C@@H]1CN(C)Cc1ccc(C(F)(F)F)cc1	1.2	-7	3	1	-1	-12[16.7 µM]	1	-13
CO[C@H]1CN(C)C(=O)c2ccc(NC(C)=O)cc2OC[C@@H](C)N(CCC(F)(F)F)C[C@@H]1C	0.0	-11	0	-1	-1	8[16.7 µM]	3	8
CN(c1nc2ccccc2n2c(-c3ccco3)nnc12)S(=O)(=O)c1ccccc1	.	11	.	-1	-1	8	4	.
Cc1cc(C)c(C#N)c(Oc2ccccc2)n1	.	-5	.	1	-1	4	2	.
Cc1cc(C)c2sc(N(CCCN(C)C)C(=O)c3ccc(S(=O)(=O)N4CCCc5ccccc54)cc3)nc2c1	.	-45	3	0	10	.	1	39
C=CCN(CC=C)C(=O)C1CCC(C(=O)N(CC=C)CC=C)CC1 (configuration not stated)	.	-2	.	-9	2	0	-2	.
O=C1CCCc2nc(N3CCN(c4ccccc4)CC3)ncc21	.	-9	.	-9	0	3	0	.
COc1ccc(C(=O)NC2CCSc3ccccc32)cc1F (configuration not stated)	.	-7	-2	1	74	0	1	-15
CCN(CC)C(=O)c1nn(-c2ccccc2)c2c1C1CCC2(C)C1(C)C (configuration not stated)	-0.1	7	-5	1	1	1	1	0
CC(NC(=O)CCn1c(=S)[nH]c2ccsc2c1=O)c1ccccc1 (configuration not stated)	-1.2	10	1	4	1	4	2	-24
Cc1cc(C(=O)CSc2nc(N)cc(N)n2)c(C)n1CC1CCCO1 (configuration not stated)	10	-3	-4	3	0	-4	-2	-62
CCOC(=O)Cc1csc(NS(=O)(=O)c2ccc(F)cc2)n1	.	3	.	-4	9	-9	-5	.
CCc1cc2ccccc2nc1SCC(=O)Nc1cc(C)on1	.	9	.	-1	3	-5	5	.
O=C(CC1CC1)Nc1ccc2c(c1)[C@@H]1C[C@@H](CC(=O)N3CCCCC3)O[C@@H](CO)[C@@H]1O2	0.1	-5	-2	-1	4	1[16.7 µM]	-1	-11

Single records, as listed above. Order of values: E-selectin induc | PGC1a acetyl inh | ERAP1 HTS inh | RAD54 branch | Cneo AK release | miR122 inh | PglD DTNB | RAD52 anneal inh
Cc1ccc(C(C)(C)NC(=O)C2CCC(=O)N(CCCN3CCOCC3)C2)cc1 (configuration not stated) as listed: 2.0 | 3 | -5 | -16 | 1 | -3 | -7 | 2
Cc1cccc(-c2nnc(SC(C)C(=O)N3CCOCC3)o2)c1 (configuration not stated) as listed: -0.5 | -8 | -2 | -1 | 1 | -6 | 2 | 3

An excerpt of these results, as a markdown table:
| SMILES | E-selectin induc | PGC1a acetyl inh | ERAP1 HTS inh | RAD54 branch | Cneo AK release | miR122 inh | PglD DTNB | RAD52 anneal inh |
| --- | --- | --- | --- | --- | --- | --- | --- | --- |
| Cc1cc(C)c2sc(N(CCCN(C)C)C(=O)c3ccc(S(=O)(=O)N4CCCc5ccccc54)cc3)nc2c1 | . | -45 | 3 | 0 | 10 | . | 1 | 39 |
| C=CCN(CC=C)C(=O)C1CCC(C(=O)N(CC=C)CC=C)CC1 (configuration not stated) | . | -2 | . | -9 | 2 | 0 | -2 | . |
| O=C1CCCc2nc(N3CCN(c4ccccc4)CC3)ncc21 | . | -9 | . | -9 | 0 | 3 | 0 | . |
| COc1ccc(C(=O)NC2CCSc3ccccc32)cc1F (configuration not stated) | . | -7 | -2 | 1 | 74 | 0 | 1 | -15 |
| CCN(CC)C(=O)c1nn(-c2ccccc2)c2c1C1CCC2(C)C1(C)C (configuration not stated) | -0.1 | 7 | -5 | 1 | 1 | 1 | 1 | 0 |
| CC(NC(=O)CCn1c(=S)[nH]c2ccsc2c1=O)c1ccccc1 (configuration not stated) | -1.2 | 10 | 1 | 4 | 1 | 4 | 2 | -24 |
| Cc1cc(C(=O)CSc2nc(N)cc(N)n2)c(C)n1CC1CCCO1 (configuration not stated) | 10 | -3 | -4 | 3 | 0 | -4 | -2 | -62 |

(continued)
SMILES	E-selectin induc	PGC1a acetyl inh	ERAP1 HTS inh	RAD54 branch	Cneo AK release	miR122 inh	PglD DTNB	RAD52 anneal inh
Cc1ccc(S(=O)(=O)N[C@@H]2CC[C@@H](CCNC(=O)CN3CCOCC3)O[C@H]2CO)cc1	0.5	5	0	4	-2	.	0	-10
C[C@@]12C(=O)N(c3cccc(Br)c3)C(=O)N1[C@H](c1ccc(Cl)cc1)[C@@H]1C(=O)N(C3CCCCC3)C(=O)[C@@H]12	0.0	.	.	-4	0	.	2	-3
COCCNC(=O)C1(C)CCN(C(=O)/C=C/c2ccccc2)C1 (configuration not stated)	0.0	12	0	-3	3	.	2	-5
Fc1cccc(CSc2nnc3ccc(-c4ccncc4)nn23)c1	.	15	-1	7	-1	6	6	-11
Cn1ncc(Cl)c1C(=O)Nc1cccc(Cl)c1	.	2	.	-3	0	4	5	.
CCn1c(SCC(=O)Nc2ccc(C(C)=O)cc2)nc2c([nH]c3ccccc32)c1=O	.	.	3	3	-1	6	0	-10
Cc1cccc(-c2ccc([C@@H]3[C@@H](CO)N4C(=O)CN(C(=O)Cc5ccccn5)C[C@@H]34)cc2)c1	0.1	-1	5	.	.	.	.	-12
CC1CC(C)CN(S(=O)(=O)c2ccc(C(=O)NCc3ccc4c(c3)OCO4)cc2)C1 (configuration not stated)	.	-17	.	-10	8	30	-3	.
O=C(c1cc2c(s1)CCCC2)N1CCN(c2ccccc2)CC1	2.3	1	4	.	.	-5	.	-17
CC1CCCCN1C(=O)c1ccc(COc2ccc([N+](=O)[O-])cc2)o1 (configuration not stated)	0.8	1	1	2	-1	-32	-1	-12
Nc1c(C(=O)N2CCCC2)sc2nc3c(cc12)CCCCCC3	2.5	10	-2	.	.	.	.	-14
CC(C)NC(=O)c1cc2n(n1)C(C(F)(F)F)CC(c1ccco1)N2 (configuration not stated)	1.4	.	2	-3	1	.	1	-15
CC1(C)C2CC[C@]3(C)C(CC=C4[C@@H]5C[C@@](C)(CO)[C@@H](O)C[C@]56C[C@@H](OC6=O)[C@]43C)[C@@]2(C)CC[C@@H]1O (some centres not stated)	.	-7	.	2	5	10	3	-9
